TEAD-YAP inh – TEAD-YAP interaction inhibition; HEK-TIYL cells, TEAD-Gal4/YAP UAS-luciferase luminescence; inhibition, % at 9.12 µM; actives 1.4% (n = 640,000); in the data active = inhibition above about 32%;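 also: 0% = median of test compound wells and 100% = reference inhibitor wells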
FBW7 activator – human FBW7 E3 ligase activation, primary screen; AlphaScreen FBW7–phospho-cyclin E peptide binding, activator screen; normalized activity (activation), % at 26.1 µM; actives 0.13% (n = 650,000); in the data active = normalized activity above about 1.9%;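 also: purified mutant Fbw7 with reduced substrate affinity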
GPR151 activ – activates the human receptor GPR151; Q8TDV0; actives 1% (n = 650,000); PathHunter beta-arrestin GPR151 cells, luminescence; activation, % at 11.2 µM; in the data active = activation above about 4.9%;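 also: 0% = median of compound wells and 100% = cells with positive control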
Target sequence (Q8TDV0 whole entry, looked up): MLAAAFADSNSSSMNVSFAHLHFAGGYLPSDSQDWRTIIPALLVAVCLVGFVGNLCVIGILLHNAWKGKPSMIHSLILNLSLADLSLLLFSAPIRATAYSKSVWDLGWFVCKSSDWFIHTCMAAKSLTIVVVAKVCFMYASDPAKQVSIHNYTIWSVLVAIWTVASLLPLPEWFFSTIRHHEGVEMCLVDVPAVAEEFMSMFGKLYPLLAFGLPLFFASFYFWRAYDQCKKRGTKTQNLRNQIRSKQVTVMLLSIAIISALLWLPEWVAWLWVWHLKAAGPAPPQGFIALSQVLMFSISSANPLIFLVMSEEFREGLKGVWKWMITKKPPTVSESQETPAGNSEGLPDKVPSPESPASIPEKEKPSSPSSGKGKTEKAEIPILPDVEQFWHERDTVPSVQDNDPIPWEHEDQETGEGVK
MITF inh – human MITF inhibition, primary screen; O75030; AlphaScreen MITF homodimerization, bead proximity signal; inhibition, % at 2.6 µM; actives 0.91% (n = 650,000); AID 1259374; in the data active = inhibition above about 50%;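 also: 0% = vehicle wells with protein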
Target sequence (O75030 whole entry, looked up): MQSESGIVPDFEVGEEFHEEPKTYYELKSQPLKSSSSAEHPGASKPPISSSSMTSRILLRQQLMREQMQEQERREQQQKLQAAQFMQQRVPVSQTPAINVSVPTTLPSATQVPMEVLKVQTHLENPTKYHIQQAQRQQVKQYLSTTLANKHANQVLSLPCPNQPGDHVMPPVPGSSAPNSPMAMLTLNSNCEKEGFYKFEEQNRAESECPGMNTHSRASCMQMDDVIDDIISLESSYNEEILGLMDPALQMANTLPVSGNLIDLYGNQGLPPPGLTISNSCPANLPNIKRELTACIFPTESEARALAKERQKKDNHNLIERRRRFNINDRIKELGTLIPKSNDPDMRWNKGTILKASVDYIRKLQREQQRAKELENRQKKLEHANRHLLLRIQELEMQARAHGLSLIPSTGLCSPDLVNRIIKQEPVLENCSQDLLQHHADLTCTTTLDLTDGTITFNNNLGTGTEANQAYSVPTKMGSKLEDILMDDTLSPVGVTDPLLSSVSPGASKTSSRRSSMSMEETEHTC
The depositor's hits bear a star; & = joins results of further samples.

SMILES | TEAD-YAP inh | FBW7 activator | GPR151 activ | MITF inh
Cc1cc(C)nc(SCc2c(C)c(CSc3nc(C)cc(C)n3)c(C)c(CSc3nc(C)cc(C)n3)c2C)n1 | -2.6 | 0.1 | -1.7 | -3.7
COc1ccc(N(C2=NCCCS2)S(=O)(=O)c2ccc(OC)cc2)cc1 | 4.5 | 0.0 | 0.3 | 55.7*
Nc1nnc(SCC(=O)Nc2ccccc2Oc2ccccc2)s1 | -4.5 | 0.0 | 0.6 | -6.0
CCOc1ccccc1Nc1nc(-c2ccccn2)cs1 | 24.7 | 0.1 | -0.3 | 11.0
CCCCn1c(CNC(=O)c2ccc(C)c([N+](=O)[O-])c2)nnc1SCC(=O)Nc1sc2c(c1C(=O)OCC)CCC2 | 3.7 | -0.1 | 1.2 | -2.1
COCCNc1ccc(-c2ccccc2C=O)cn1 | -34.5 | -0.2 | -1.9 | 5.9
CNC(c1ccc(Cl)cc1Cl)c1nnnn1-c1cccc(Cl)c1 (configuration not stated) | 3.1 | -0.1 | -0.2 | 2.9
COc1ccc(Cl)cc1NS(=O)(=O)c1ccc(C)c(C)c1 | 8.6 | 0.0 | 0.1 | 4.3
CC(C)N(C(=O)COC(=O)c1ccc(S(=O)(=O)N(C)C)cc1)C(C)C | -8.2 | -0.1 | -0.9 | -16.8
O=C(Cc1ccccc1)NCC(=O)OCc1ccccc1F | -1.1 | 0.3 | 0.8 | -4.6
O=C(Oc1coc(CSc2ncccn2)cc1=O)c1cc2ccccc2o1 | -1.2 | -0.1 | -1.3 | 14.5
CCOC(=O)c1c(C)[nH]c(C(=O)COC(=O)CNS(=O)(=O)/C=C/c2ccccc2)c1C | 6.7 | 0.1 | 0.5 | 9.5
CCN(CC)C(=O)CCS(=O)(=O)c1ccc2c(c1)OCC(=O)N2 | 3.0 | 0.0 | 2.6 | 5.5
O=C(c1ccccc1)c1nc2ccccc2[nH]1 | -24.9 | -0.1 | -6.3 | -3.2
CCOC(=O)C1=NNC2C(=O)N(c3ccc(C)cc3C)C(=O)C12 (configuration not stated) | -12.2 | -0.1 | -1.7 | -3.3
CCOCCCN1C(=O)C2C(C(=O)Nc3ccc(Cl)cc3)C3C=CC2(O3)C1C(=O)NC1CCCC(C)C1C (configuration not stated) | 2.0 | -0.1 | -0.3 | 0.2
NC(=O)C1CCN(c2ncnc3c(-c4ccccc4)nsc23)CC1 | -38.2 | -0.1 | 0.5 | 11.4
C=CCNC(=O)c1c(SCC)nc2sccn2c1=O | 4.0 | 0.1 | -0.9 | -2.7
CCOc1ccc(NC(=O)c2ccc3ccccc3n2)cc1 | -22.1 | 0.0 | -1.3 | 8.4
CC(C)c1ccc(Nc2cc(C(=O)N3CCOCC3)c3ccccc3n2)cc1 | -2.1 | 0.2 | 0.8 | -1.5
O=C1NC(c2ccccc2)=NC1(Nc1nccs1)C(F)(F)F (configuration not stated) | 7.6 | 0.2 | 1.7 | 9.2
CCOC(=O)/C=C/c1cc(C(=O)OCC)c(/C=C/C(=O)OCC)cc1C(=O)OCC | -2.8 | 0.0 | -0.3 | -4.0
O=C(Cn1c2ccccc2n2c(SCC(=O)N3CCCC3)nnc12)NC1CCCCC1 | -2.8 | -0.4 | 0.6 | -4.4
Cc1ccccc1NC(=O)CSc1nnc(-c2ccc([N+](=O)[O-])cc2)o1 | -43.3 | 0.3 | -1.8 | 8.2
CCCCOc1ccc(-c2nc(C=Nc3cc([N+](=O)[O-])ccc3C)c(O)o2)cc1 | 4.3 | 0.1 | 0.9 | 6.7

Record cards, as listed above. Screens in order: TEAD-YAP inh	FBW7 activator	GPR151 activ	MITF inh
`CC(C)N(C(=O)COC(=O)c1ccc(S(=O)(=O)N(C)C)cc1)C(C)C` as listed: -8.2	-0.1	-0.9	-16.8
`CCOC(=O)c1c(C)[nH]c(C(=O)COC(=O)CNS(=O)(=O)/C=C/c2ccccc2)c1C` as listed: 6.7	0.1	0.5	9.5
`CCOc1ccccc1Nc1nc(-c2ccccn2)cs1` as listed: 24.7	0.1	-0.3	11.0
`C=CCNC(=O)c1c(SCC)nc2sccn2c1=O` as listed: 4.0	0.1	-0.9	-2.7

The results go on:
SMILES | TEAD-YAP inh | FBW7 activator | GPR151 activ | MITF inh
COC(=O)CNC(=O)c1nc(-c2ccccc2)oc1C(F)(F)F | 5.6 | 0.7 | -1.9 | 12.3
CCOC(=O)C(=CNc1ccncc1)C(=O)OCC | 2.2&-3.4 | -0.1&-0.3 | 0.5&1.6 | -4.2&6.9
CCCNC(=O)c1c(O)c2cccc3c2n(c1=O)CC3 | -26.7 | -0.1 | 0.1 | 9.2
CCOC(=O)c1sc(=NC(=O)c2ccc(S(=O)(=O)N3CCc4ccccc4C3)cc2)n(C)c1C | 6.3 | 0.1 | -0.3 | -10.0
O=c1c(NCc2ccco2)c(-c2ccc(Cl)cc2)c1=O | 6.3 | 0.1 | 0.4 | 0.5
N#C/C(=C\c1ccccc1C(F)(F)F)c1ccccn1 | -3.6 | -0.1 | 0.1 | 10.6
Cc1ccc2c(c1)CC(C)N2S(=O)(=O)c1nnc(NC(=O)c2ccccc2F)s1 (configuration not stated) | 3.2 | 0.1 | 8.5* | 10.8
O=C(N[C@@H]1c2ccccc2C2(CCN(C(=O)CCn3cccn3)CC2)[C@H]1O)c1ccccc1 | -3.5 | 0.1 | 1.4 | 5.5
N#Cc1ccccc1NC(=O)Cn1nc(Cc2cccnc2)c2ccccc2c1=O | -4.7 | 0.1 | -0.6 | 15.4
O=C(NC1CC1)C1CC(=O)N(c2ccc(F)cc2)C1 (configuration not stated) | -2.9 | -0.1 | 0.7 | -5.2
CC(C)N(C(=O)Cn1cnc2ccccc21)c1ccccc1 | -8.2 | 0.1 | -1.0 | -3.3
CCOC(=O)c1nn(-c2ccccc2)c(=O)c2c(NC(=O)c3cccc(F)c3)scc12 | -4.4 | -0.1 | 0.4 | -1.6
COc1cc2nc(SCC(=O)Nc3cc(C(F)(F)F)ccc3Cl)n(Cc3ccco3)c(=O)c2cc1OC | -4.5 | 0.1 | -1.6 | 11.2
Cc1ccc(C2CC(C(F)(F)F)n3nc(C(=O)Nc4cccc(CCC#N)c4)cc3N2)cc1 (configuration not stated) | 14.7 | -0.2 | 3.4 | 9.9
COc1ccccc1C(=O)Nc1cc(-c2nc3ccccc3s2)ccc1C | 4.0 | -0.1 | -0.2 | -23.9
O=[N+]([O-])c1c(Nc2ccc(O)cc2)cc(N2CCOCC2)c2nonc12 | -5.5 | -1.2 | 0.7 | 9.7
Cc1ncn(-c2ccc(Nc3ncc4cccc(-c5cnoc5)c4n3)cc2)n1 | 9.5 | 0.1 | -0.4 | 14.9
COCCCNC(=O)CN1C(=O)/C(=C\c2ccc(F)cc2)Oc2ccccc21 | 10.5 | 0.1 | -0.6 | 1.9
CCNC(=O)C1CCN(c2ncccn2)CC1 | 3.3 | 0.2 | 0.6 | 13.4
CC(NC(=O)Cn1c2ccccc2c(=O)c2ccccc21)c1ccccc1 (configuration not stated) | 3.6 | 0.1 | -1.5 | -10.2
Cc1ccc(C(=O)NNC(=O)c2ccccc2)cc1 | -39.1 | 0.8 | -1.8 | 26.7
O=C1NCCN(C/C=C/c2ccccc2)C1CC(=O)N1CCc2ccccc2C1 (configuration not stated) | 2.5 | -0.1 | 0.6 | 4.0
CCCNc1nc(N2CCN(c3ccccn3)CC2)nc2c1ncn2-c1ccccc1 | 40.1* | -0.2 | -0.5 | 0.4
COc1ccc(NC(=O)Cc2c(C(=O)O)n(C)c3ccc(C)cc23)cc1OC | -8.7 | -0.1 | 0.7 | -2.3
COc1ccc(CNC(=O)CCc2c(C)nc3cc(-c4ccccc4)nn3c2C)cc1 | 2.8 | 0.4 | 0.1 | -3.1

Molecules above containing an NH in an aromatic ring (two):
SMILES | TEAD-YAP inh | FBW7 activator | GPR151 activ | MITF inh
CCOC(=O)c1c(C)[nH]c(C(=O)COC(=O)CNS(=O)(=O)/C=C/c2ccccc2)c1C | 6.7 | 0.1 | 0.5 | 9.5
O=C(c1ccccc1)c1nc2ccccc2[nH]1 | -24.9 | -0.1 | -6.3 | -3.2

Some of these compounds in order of formula weight, highest first:
SMILES | TEAD-YAP inh | FBW7 activator | GPR151 activ | MITF inh
COc1ccc(CNC(=O)CCc2c(C)nc3cc(-c4ccccc4)nn3c2C)cc1 | 2.8 | 0.4 | 0.1 | -3.1
COc1ccccc1C(=O)Nc1cc(-c2nc3ccccc3s2)ccc1C | 4.0 | -0.1 | -0.2 | -23.9
O=c1c(NCc2ccco2)c(-c2ccc(Cl)cc2)c1=O | 6.3 | 0.1 | 0.4 | 0.5

Further records
SMILES | TEAD-YAP inh | FBW7 activator | GPR151 activ | MITF inh
CC(SC(=S)N1CCOCC1)C(=O)O (configuration not stated) | 2.3 | -0.2 | 1.0 | 0.9
Cc1ccc(C2CC(c3ccccc3)Nc3nnnn32)cc1 (configuration not stated) | -0.6 | 0.1 | 3.1 | 9.9
Cc1ccc(NC(=O)c2cc3c(CO)cnc(C)c3oc2=N)cc1Cl | -6.9 | 0.0 | -0.1 | 17.1
CCCCS(=O)C1CCCCC1OC(=O)CCN1CCCCC1 (configuration not stated) | 9.0 | 0.3 | -0.6 | 4.9
CCC1=NN2C(=N)/C(=C\c3cccc(OCCOc4ccc(C)cc4C)c3)C(=O)N=C2S1 | -30.5 | 0.0 | 0.1 | 7.2
CCOC(=O)C1=CN(Cc2ccc(Cl)cc2)C=C(C(=O)OCC)C1c1ccc(O)c(OC)c1 | -2.4 | -0.1 | -0.6 | 3.2
Cc1sc2ncnc(N3CCCCCC3)c2c1C | 4.2 | 0.0 | 1.0 | -17.7
COc1cc(Nc2cc(NCCN3CCOCC3)nc(N)n2)cc(OC)c1OC | -3.1 | 0.0 | 2.5 | -5.8
O=C1CCCN1CCCNc1nc(NCc2ccccc2)c2[nH]cnc2n1 | -3.0 | 0.0 | 0.9 | 0.7
O=C(Nc1ccc(Cl)c(F)c1)c1cnn2c(C(F)(F)F)cc(-c3ccc(Br)cc3)nc12 | -2.5 | 0.1 | -1.0 | 0.4
Cc1cc2c(cc1S(=O)(=O)CCC(=O)Nc1cccc(Cl)c1C)OCC(=O)N2 | 7.3 | 0.2 | 1.8 | 3.3
O=CN1CCN(Cc2ccc(C(=O)NCc3ccsc3)c(=O)[nH]2)CC1 | 3.6 | -0.1 | 1.3 | 5.8
CN(C)c1ccc(C(=O)NCc2cccnc2)cc1 | 1.9 | 0.0 | 0.1 | 4.6
CC1=CC(=O)C=C/C1=N/OC(=O)Cc1ccccc1 | -17.3 | 0.0 | 3.4 | 22.4
O=C1C2CCCCC2C(=O)N1c1cccc(O)c1 (configuration not stated) | 10.7 | 0.1 | 4.2 | -1.4
COc1cc(NC(=O)Cc2ccc(Cl)cc2)ccc1NC(=O)c1ccco1 | -13.4 | 0.1 | -0.3 | 3.8
CC(=O)Nc1ccc(CN2CCc3nnc(C(C)C)n3CC2)cc1 | -9.5 | 0.0 | 0.3 | -15.1
Cc1cc(C)n(C(=O)c2ccccc2C(=O)O)n1 | 0.1 | 0.0 | 0.3 | -17.3
CC1CCCCC1NC(=O)COC(=O)Cc1ccc(Br)cc1 (configuration not stated) | -2.2 | 0.2 | -1.0 | 16.6
Cc1ccc2c(c1)-c1onc(C(=O)Nc3ccc4c(c3)OCCO4)c1CO2 | 6.4 | 0.0 | 0.3 | -7.1
CCCCNC(=O)CCCCC(=O)N/N=C/c1ccc(C(=O)OC)cc1 | 11.5 | 0.1 | -0.4 | 7.9
COc1cc(C=O)cc(Br)c1OCc1cccnc1 | -12.5 | -0.4 | -0.2 | -16.3
Fc1cccc(C2C=C(c3cccc(Br)c3)Nc3nnnn32)c1 (configuration not stated) | 3.5 | 0.0 | 1.2 | -16.6
c1ccc(-n2ncc3c2ncn2cnnc32)cc1 | 0.2 | -0.1 | 0.0 | 7.2
Cc1ccc(N(Cc2ccc(C(=O)NCc3cccnc3)cc2)S(C)(=O)=O)cc1C | 21.2 | 0.4 | 2.9 | 5.1
Remaining list, next part
SMILES | TEAD-YAP inh | FBW7 activator | GPR151 activ | MITF inh
CCN(CC)S(=O)(=O)c1ccc(NC(=S)NC(=O)COc2ccccc2)cc1 | -1.1 | -0.2 | -0.3 | -5.7
Cc1c(C(=O)NCc2nnc(SCc3ccc(Br)cc3)n2-c2cccc(Cl)c2)cccc1[N+](=O)[O-] | 11.0 | -0.1 | -0.2 | -0.3
O=C(O)CNCc1ccc(Cl)cc1 | 4.2 | 0.2 | 0.0 | 19.6
O=C(O)CCC(=O)N1c2ccccc2NC2=C(C(=O)CC(c3ccc(F)cc3)C2)C1c1ccc([N+](=O)[O-])o1 (configuration not stated) | -10.4 | -0.1 | 2.0 | -4.4
CC(C)(C)OC(=O)N1CC=C2C(C#N)=C(N)C(C#N)(C#N)C(c3ccccc3F)C2C1 (configuration not stated) | 17.7 | -0.1 | 1.5 | -1.3
COc1ccc(OCC(O)Cn2nnc3ccccc32)cc1 (configuration not stated) | -38.1 | 0.0 | 1.4 | 2.4
CCOC(=O)N1CCN(Cc2ccc(Cl)cc2)CC1 | 1.5 | -0.2 | 1.6 | 15.1
COc1ccc(C(=O)N2CCN(c3ccc([N+](=O)[O-])c(NC4CC4)c3)CC2)cc1OC | 7.5 | -0.3 | 0.4 | 3.9
Cc1ccc(C)c(NC(=O)c2ccc(CNc3c(N4CCOCC4)c(=O)c3=O)cc2)c1 | 3.7 | -0.1 | -0.6 | 5.7
Cn1c(C(=O)/C=C/c2cccs2)nc2ccccc21 | -32.0 | -0.1 | -1.3 | 19.0
COc1ccc(-c2csc(Nc3cccc(O)c3)n2)cc1 | 41.1* | 0.0 | 0.8 | 11.6
O=C(c1cccs1)N1CCCC(COCc2ccccc2)C1 (configuration not stated) | 7.1 | 0.1 | 2.8 | 10.7
Cc1ccc(S(=O)(=O)N2CCCCC2CCNC(=O)C(=O)NCc2ccco2)cc1 (configuration not stated) | 41.5* | 0.4 | -1.2 | -3.6

Compounds as they come; any-hit rate near 3.4%.
